Screening results as filed in PubChem BioAssay.
G9a block: qHTS Assay for Inhibitors of Histone Lysine Methyltransferase G9a | Histone-lysine N-methyltransferase EHMT2 (Homo sapiens), Q96KQ7 | G9a H3K9 monomethylation, AlphaScreen, 2 h | Potency, µM (highest dose often 102 µM), for the others: top-dose activity, negative = inhibition, usual class: inhibitors | 8.8% of 350,000 active | AID 504332, 2011; also: % is scaled to controls: 0 for no effect and ±100 for the full control effect; nearly all actives have a fitted effect of over 75% in size
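Quantitative HTS format: methyltransferase activity on a biotin-tagged H3K9 peptide is measured by AlphaScreen, using a rabbit anti-monomethyl-H3K9 antibody with streptavidin donor and anti-IgG acceptor beads. Final levels are 20 nM enzyme, 500 nM peptide, 20 uM SAM; 2 h RT.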
GLS inh: qHTS for Inhibitors of Glutaminase (GLS). 0.21% of 410,000 active. Potency, µM (titrated, usually from 45.5 µM), without a hit: at the top dose activity change, negative = inhibition, hits mostly inhibitors. Glutaminase kidney isoform, mitochondrial (Homo sapiens), O94925. GLS enzymatic activity, qHTS titration; also: % is scaled to controls: 0 for no effect and ±100 for the full control effect
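hKGA; 45 mM KH2PO4 pH 8.2 + 0.02% Tween-20; cpd via pin tool; 1 mM Gln soln; GluOx/HRP/Amplex Red; RT 30 min; fluor. t0 & final.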
BLM inh: qHTS Assay for Inhibitors of Bloom's syndrome helicase (BLM); RecQ-like DNA helicase BLM (Homo sapiens), P54132; recombinant BLM DNA unwinding, fluorescence dequenching; Potency, µM (highest dose often 56.1 µM), for inactives: top-dose activity change, negative = inhibition, most hits filed as inhibitors; 0.2% of 350,000 active; AID 2528, 2010;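 also: plate controls were vehicle for no effect and no enzyme for full effect; nearly all actives have a fitted effect of over 35% in size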
Pin1 inhibitor: qHTS Assay to Find Inhibitors of Pin1; Potency, µM (top dose mostly 115 µM), for inactives: at the top dose activity, negative = inhibition, actives largely listed as inhibitors; Pin1 FP peptide displacement, HiFluor488, 10 min; AID 504891, 2011; Peptidyl-prolyl cis-trans isomerase NIMA-interacting 1 (Homo sapiens), Q13526; 0.009% of 390,000 active; active = well fitted inhibition curve with a large enough effect in the polarisation, with a control signal flat, not every such curve was filed as active; inconclusive = small, poorly fitted or top-dose-only effect, or effect the other way, or a change in a side signal; inactive = no such curve, though single readings can be large or run the other way; the % refers to the polarisation; also: % is scaled to controls: 0 for no effect and ±100 for the full control effect
POLI inh: qHTS for Inhibitors of Polymerase Iota | DNA polymerase iota (Homo sapiens), Q9UNA4 | Pol iota fluorescent replication assay, 10 min | Potency, µM (series often up to 115 µM), for the others: top-dose activity, negative = inhibition, most hits filed as inhibitors | 1% of 390,000 active | AID 588590, 2011
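Pol iota at 10 nM preincubated 15 min with compounds at room temperature; reaction started with fluorescent substrate, 50 nM final. Fluorescence read kinetically at 0 and 10 min; buffer-only wells as negative control.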
HP1b binding inh: HTS for Inhibitors of HP1-beta Chromodomain Interactions with Methylated Histone Tails | Chromobox protein homolog 1 (Homo sapiens), P83916 | AlphaScreen HP1-beta / biotin-H3K9me3 peptide binding | Potency, µM (series often up to 114 µM), without a hit: at the highest dose activity change, negative = inhibition, usual class: inhibitors | 0.56% of 390,000 active; also: nearly all actives have a fitted effect of over 70% in size; inactives centre near 23
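HP1-beta protein (50 nM final) preincubated 30 min at room temperature with biotinylated H3(1-18)K9me3 peptide (50 nM) in PBS pH 7.4, 0.01% Tween-20, then compound added for 30 min. AlphaScreen streptavidin donor/nickel chelate acceptor beads (10 ug/mL final), 30 min dark, luminescence read.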
JMJD2A Tudor: qHTS Assay for Inhibitors of JMJD2A-Tudor Domain | Lysine-specific demethylase 4A (Homo sapiens), O75164 | AlphaScreen JMJD2A-Tudor / H3K4me3 peptide binding | Potency, µM (titrated, usually from 114 µM), for the others: top-dose activity change, negative = inhibition, usual class: inhibitors | 4.4% of 390,000 active; also: % is scaled to controls: 0 for no effect and ±100 for the full control effect; nearly all actives have a fitted effect of over 50% in size
BAZ2B block: qHTS Assay for Inhibitors of BAZ2B; Bromodomain adjacent to zinc finger domain protein 2B (Homo sapiens), Q9UIF8; AlphaScreen BAZ2B-H3K14Ac peptide displacement; Potency, µM (top dose mostly 114 µM), without a hit: top-dose activity change, negative = inhibition, most hits filed as inhibitors; 4.4% of 360,000 active; AID 504333, 2011; also: % is scaled to controls: 0 for no effect and ±100 for the full control effect; nearly all actives have a fitted effect of over 60% in size
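AlphaScreen luminescence quantifies BAZ2B engagement of H3K14Ac peptide; the protein and biotinylated peptide are both at 50 nM final, buffer PBS pH 7.4 with 0.01% Tween-20, all steps at room temperature.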
Tb PGK inh: qHTS Assay to Find Inhibitors of Phosphoglycerate Kinase; Phosphoglycerate kinase, glycosomal (Trypanosoma brucei brucei), P07378; PGK/GAPDH coupled, Kinase-Glo luminescence, 60 min; Potency, µM (doses to about 57.5 µM), for inactives: at the highest dose activity change, negative = inhibition, actives largely listed as inhibitors; 0.043% of 380,000 active; also: % is scaled to controls: 0 for no effect and ±100 for the full control effect; nearly all actives have a fitted effect of over 60% in size
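Luminescent ATP detection (Kinase-Glo Plus) follows a 60-minute room-temperature incubation, with wells lacking PGK as controls. Buffer: 100 mM TEA (pH 7.6), 5 mM MgCl2, 0.01% Tween-20. Coupling enzyme GAPDH (100 nM final) supplies unstable 1,3-BPG in-well.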
Starred values were filed as active, the others as inactive; i = inactive; ? = inconclusive; nt = no result given; [ ] = dose if it differs, or a comment. Unless noted, calls follow the shape of the dose curve; as a rule, active = well fitted curve in the direction sought with a large enough effect; inconclusive = small, poorly fitted or top-dose-only effect, or another doubt; inactive = no such curve, though single readings can be large; an effect the other way counts as inactive or inconclusive. Potency is read from the fitted curve at half-maximal effect. Not all compounds are listed. The share of hits here may be higher or lower than overall.

SMILES	G9a block	GLS inh	BLM inh	Pin1 inhibitor	POLI inh	HP1b binding inh	JMJD2A Tudor	BAZ2B block	Tb PGK inh
COc1cc(/C=C(\C(=O)O)c2ccc(S(=O)(=O)N3CCCC3)s2)cc(OC)c1	50µM*	13%	nt	-1%	?	11%	-16%	-39%	5%
CCOC(=O)N1CCC(NC(=O)c2sc3nc4n(c(=O)c3c2C)CCCC4)CC1	24%[12.7 µM]	-8%	0%	-6%	20%	34%	-9%	-5%	-1%
O=C(CSc1nnc(Nc2ccccc2)s1)NCCN1C(=O)CSC1=O	?	1%	2%	6%	2%	30%	1%	-1%	-2%
CN(C(=O)CSc1nnc(-c2ccccc2F)o1)C1CCCCC1	-2%[59 µM]	-2%	0%	-9%	28%	53%[activator]	-5%	-15%	-9%
CCN(CC)c1ccc(C2C(C(=O)OCCOC(C)C)=C(C)NC3=C2C(=O)CCC3)cc1 (stereo unspecified)	10µM*	13%	-7%	2%	-6%	-7%	?	50µM*	-13%
Cc1ccccc1C(O)c1ccncc1 (stereo unspecified)	13%[59 µM]	4%	-1%	13%	14%	19%	-4%	11%	3%
c1cc2c(cc1-c1csc(NNC3=NCCCCC3)n1)OCCO2	6.3µM*	?	2%	2%	87%[activator]	?	-26%[11.4 µM]	35µM*	-11%
CC(=O)Nc1ccc(S(=O)(=O)Nc2ccc(C)c([N+](=O)[O-])c2)cc1	?	-2%	-1%	-2%	7%	25%	-12%	nt	6%
CC(Oc1ccc(Cl)cc1)C(=O)OCC(=O)Nc1ncc(Cl)cc1Cl (stereo unspecified)	3%[59 µM]	0%	-6%	2%	-3%	31%	11%	2%	i
Cc1ccc2scc(CN3CCCC3)c2c1	nt	1%	nt	3%	135%[activator]	30%	6%	nt	1%
CCOc1ccccc1C(=O)Nc1cc2c(cc1N1CCOCC1)n(C)c(=O)n2C	-16%[59 µM]	10%	2%	-5%	70%[activator]	-10%	-22%	?	-17%
CCOc1ccccc1NC(=O)CSc1nnc(CNC(=O)c2cccs2)o1	-10%[0.501 µM]	2%	-1%	-7%	8%	53%[activator]	-6%	-5%	8%
O=C(CSc1nc2c([nH]c3ccccc32)c(=O)n1-c1cccc(C(F)(F)F)c1)N1CCc2ccccc21	7%[59 µM]	-13%	-1%	29%	10%	16%[57 µM]	-5%	9%	-2%
Cn1c(=O)c2cc(S(=O)(=O)NCCC(=O)NC3CCCCCC3)ccc2n(C)c1=O	10%	15%	0%	3%	22%	19%	-5%	-5%	3%
Cc1cc(N2CCCCC2)nc2ccc(NC(=O)/C=C/c3ccc(OC(C)C)cc3)cc12	5%[59 µM]	0%	-1%	0%	12%	13%	-26%	0%	3%
O=C(c1ccccc1)N1CCN(CC#CC2(O)CCCCC2)CC1	-34%[59 µM]	5%	-2%	4%	-1%	39%	-12%	8%	nt
N#Cc1c(N)n(-c2cccc(Cl)c2)c2nc3ccccc3nc12	4%[59 µM]	4%	-10%	5%	44%[activator]	20%	-2%	0%	i
CCOc1ccccc1CNC(=O)c1cc2c(=O)n(Cc3ccccc3)ccc2nc1C	3%[59 µM]	-7%	-2%	1%	?	2%	-17%	-12%	9%
COCCNc1ccc([N+](=O)[O-])cc1C(=O)Nc1cccc(C)n1	1%[59 µM]	2%	-14%	56%[activator]	43%[activator]	-11%	-31%	?	-1%
CS(=O)(=O)N(CC(=O)N1CCN(c2ccc(F)cc2)CC1)c1ccc(F)c(Cl)c1	-3%[59 µM]	33%[activator]	-7%	0%	-11%	-10%	-12%	-10%	-10%
Cc1nn(CCCC(=O)Nc2cccnc2)c(C)c1[N+](=O)[O-]	-22%	-8%	-6%	2%	-12%	37%	-3%	-13%	-3%
O=C(Cc1ccccc1)NCC(=O)OC(c1ccccc1)c1ccccc1	19%	18%	-7%	2%	18%	23%	4%	3%	-4%
Cc1ccccc1CSc1nc(-c2cccc(F)c2)nc2c1Cc1c(CO)cnc(C)c1O2	-9%[59 µM]	-1%	-2%	?	16%	33%	-5%	-12%	1%
CN(C)/N=C/c1ccc(Sc2ccc([N+](=O)[O-])cc2[N+](=O)[O-])o1	-12%[59 µM]	-5%	-4%	-3%	1%	?	-15%[57.1 µM]	?	i
COC(=O)N/N=C/c1c(C)nn(-c2cccc(Cl)c2)c1Cl	?	-3%	2%	2%	?	36%	-1%	6%	-3%
CN(CCOc1ccccc1)C(=O)c1cc(S(=O)(=O)N2CCOCC2)ccc1Cl	14%[59 µM]	2%	nt	-7%	8%	5%	-5%	-5%	-6%
Cc1nc2cc(NC(=O)CS(=O)(=O)c3ccc(F)cc3)ccc2s1	13%[2.33 µM]	-3%	nt	-1%	10%	24%	-8%	10%	-8%
C=CCOc1ccc2nc(NC(=O)OC)[nH]c2c1	3%[2.33 µM]	0%	-1%	31%[activator]	20%	25%	1%	1%	-5%
O=C(CCC(=O)N(CC(=O)NC1CCCCC1)Cc1ccc(F)cc1)Nc1nccs1	13%	-2%	-5%	-2%	48%[activator]	23%	-6%	-16%	-3%
CC1(C)Cc2c(C#N)c(N3CCN(C(=O)c4ccccc4)CC3)nc(Cc3ccccc3)c2CO1	-5%[59 µM]	6%	1%	-2%	1%	13%	-14%	2%	9%

Records above marked active in BAZ2B block.
SMILES	G9a block	GLS inh	BLM inh	Pin1 inhibitor	POLI inh	HP1b binding inh	JMJD2A Tudor	BAZ2B block	Tb PGK inh
CCN(CC)c1ccc(C2C(C(=O)OCCOC(C)C)=C(C)NC3=C2C(=O)CCC3)cc1 (stereo unspecified)	10µM*	13%	-7%	2%	-6%	-7%	?	50µM*	-13%
c1cc2c(cc1-c1csc(NNC3=NCCCCC3)n1)OCCO2	6.3µM*	?	2%	2%	87%[activator]	?	-26%[11.4 µM]	35µM*	-11%

(listing goes on)
SMILES	G9a block	GLS inh	BLM inh	Pin1 inhibitor	POLI inh	HP1b binding inh	JMJD2A Tudor	BAZ2B block	Tb PGK inh
CC(=O)Nc1ccc(C(=O)OCC(=O)c2ccc(S(=O)(=O)N3CCCCC3)cc2)cc1	-44%	10%	nt	97%[activator]	-1%	11%	-14%	3%	i
CCc1noc(C)c1C(=O)Nc1cc(Cl)ccc1-n1cncn1	?	0%	nt	-7%	19%	27%	-3%	-2%	4%
Cc1cc2c(c(=O)n1Cc1ccccn1)C(C(C)C)C(C#N)=C(N)O2 (stereo unspecified)	-5%	12%	0%	-13%	4%	7%	-30%	-4%	-8%
COc1ccc2c(c1)[nH]c1c(=O)n(/N=C/C3C(C)C=C(C)CC3C)c(=O)[nH]c12 (stereo unspecified)	34%[59 µM]	0%	2%	4%	62%[activator]	9%	-4%	-12%	5%
Cc1ccc(C(=O)COC(=O)CN2C(=O)C3CC=CCC3C2=O)cc1[N+](=O)[O-] (stereo unspecified)	nt	0%	nt	-6%	54%[activator]	18%	-19%	nt	-10%
O=C1Cc2ccccc2N1c1c(Cl)cccc1Cl	?	5%	0%	-8%	5%	43%[activator]	-2%	-2%	-6%
Cc1cc2ccccc2c(=O)n1CC(=O)NCC(=O)N(C)Cc1ccccc1	-3%[12.7 µM]	-23%	-1%	1%	?	40%	-9%	11%	-2%
CSc1ccccc1OCc1cc(C(=O)NCCc2ccco2)no1	30%	3%	-3%	15%	10%	8%	-9%	0%	0%
Cc1c(NC(=O)C(C#N)=C2CCCCC2)c(=O)n(-c2ccccc2)n1C	23%[59 µM]	2%	-5%	-2%	16%	35%	-11%	11%	-10%
COc1ccc(OCC(O)CN2CC(C)OC(C)C2)cc1 (stereo unspecified)	nt	-2%	-2%	-9%	7%	31%	-5%	4%	0%
O=C(/C=C/c1ccccc1)Nn1cnnc1	1%	1%	4%	-4%	10%	17%	-18%	-2%	-6%
CNc1nc2ccccc2n(C)c1=O	9%	-3%	1%	-4%	66%[activator]	-20%	-13%	0%	0%
COc1ccc(Cl)cc1C(=O)NCC(c1ccco1)N(C)C (stereo unspecified)	-7%	1%	-1%	1%	24%	16%	-2%	3%	5%
O=C(CCCOc1ccccc1)N1CCCCC1	-6%	0%	-1%	-2%	14%	19%	-16%[57.1 µM]	4%	-4%
CN(C)CCN(C(=O)c1ccc2c(c1)CCCC2)c1nc2cc3c(cc2s1)OCCO3	nt	8%	-5%	-8%	41%[activator]	?	45µM*	-1%	-3%
Cc1ccc(C(=O)Nc2nc3ccccc3c(=O)s2)cc1	8.9µM*	8%	-4%	5%	?	17%	89µM*	?	-3%[11.5 µM]
O=C(C(c1ccccc1)C(O)c1ccccc1)N1CCOCC1 (stereo unspecified)	nt	?	nt	-1%	-6%	12%[57 µM]	-10%	nt	-5%
O=C(Cn1cc(S(=O)(=O)Cc2cccc(Cl)c2)c2ccccc21)Nc1ccc(F)c(Cl)c1	-22%[59 µM]	-16%	-2%	4%	10%	38%	-4%	3%	2%
Cc1cccc(C)c1OCCCCn1cnc2ccccc2c1=O	-2%	-11%	0%	0%	26%	31%[activator]	-2%	4%	-7%
COc1ccc(N2CC(NC(=O)c3cccc4ccccc34)CC2=O)cc1OC (stereo unspecified)	2%	1%	nt	-3%	35%[activator]	34%	-11%	8%	2%
Cc1cc(C)c(C(=O)O)c(CC(C)(C)C(=O)O)c1	nt	18%	-5%	-8%	-6%	16%	-6%	-6%	-2%
CCOc1ncccc1C(=O)Nc1ccc(F)c(Cl)c1	22%	1%	-1%	-7%	11%	41%[activator]	-5%	37%[activator]	4%
CCc1ccc(NC2=CC(=O)C(=O)c3ccccc32)cc1	4%[0.501 µM]	-1%	nt	1%	?	?	45µM*	50µM*	-23%
